GPR7 antag – GPR7 receptor antagonists, primary screen, cell-based, fluorescence, single concentration. GPR7-expressing cells, fluorescence antagonist assay. Neuropeptides B/W receptor type 1 (Homo sapiens), P48145. inhibition, % at 4.4 µM. 1.1% of 290,000 active; in the data active = inhibition above about 16%, passing the limit was not always enough;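 also: cells stimulated with the agonist NPW; 0% = agonist with vehicle and 100% = vehicle without agonist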
TAAR1 antag – human TAAR1 antagonists, primary screen, Fluo-8 calcium fluorescence, CHO RD-HGA16 cells. Trace amine-associated receptor 1 (Homo sapiens), Q96RJ0. antagonist. inhibition, % at 3 µM. 1.5% of 360,000 active. AID 624466, 2012;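 active = inhibition above a per-plate cutoff, the mean inhibition of test compounds on that plate plus 3 SD, cut at about 49% in these data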;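 also: 0% = DMSO plus EC80 beta-PEA response and 100% = DMSO alone without agonist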
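Test system – hTAAR1-expressing CHO RD-HGA16 cells, Gα16-coupled · Also added – β-PEA at EC80 concentration, post-compound challenge · Compound – 3 µM, single point · Incubation – dye loading 75 min at 37 °C, then 30 min room temperature · Measured by – Fluo-8 intracellular calcium dye fluorescence, real-time kinetic reads · Benchmarks – vehicle and agonist controls · Replicates – singlicate, one well per test compound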
CHO-K1 Ca antag – nonselective inhibitor or artifact in parental CHO-K1 cells; ATP-induced calcium, Fluo-8 fluorescence; inhibition, % at 3 µM; 0.6% of 360,000 active;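 active = inhibition above a per-plate cutoff, the plate's mean sample inhibition plus 3 SD, cut at about 24% in these data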;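 also: 0% = DMSO plus EC80 ATP and 100% = DMSO alone without ATP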
V1R ag counter – agonists of human V1a receptor, primary screen, counter-screen for OXTR agonist project, fluorescence, CHO-V1R cells | activation, % at 3 µM | Fluo-8 calcium fluorescence, agonist mode; 0% DMSO, 100% 3 nM vasopressin | 0.25% of 320,000 active;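 active = activation above the mean activation of all tested compounds plus 3 SD, per screening run, cut at about 20% in these data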;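 also: signal is peak over basal fluorescence ratio across a 100 second FLIPR read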
Target sequence (P37288 whole entry, looked up): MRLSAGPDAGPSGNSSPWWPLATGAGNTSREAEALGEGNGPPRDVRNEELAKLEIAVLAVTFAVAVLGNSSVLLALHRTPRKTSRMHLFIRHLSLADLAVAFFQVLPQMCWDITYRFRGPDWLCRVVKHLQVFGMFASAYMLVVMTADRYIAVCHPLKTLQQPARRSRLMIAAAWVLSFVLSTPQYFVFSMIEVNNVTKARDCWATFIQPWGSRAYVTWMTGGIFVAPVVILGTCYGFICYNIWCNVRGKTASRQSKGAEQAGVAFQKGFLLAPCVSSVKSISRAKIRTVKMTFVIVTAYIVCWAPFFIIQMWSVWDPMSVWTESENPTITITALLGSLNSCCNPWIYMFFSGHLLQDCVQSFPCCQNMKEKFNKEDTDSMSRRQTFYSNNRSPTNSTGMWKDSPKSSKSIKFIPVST
M1 ag parental – counter-screen for M1 agonists: effect in parental CHO-K1 cells; Fluo-8 calcium fluorescence; scaled to maximal ATP response, vehicle zero; activation, % at 3 µM; 0.48% of 360,000 active; AID 602248, 2012; in the data active = activation above about 15%;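 also: untransfected CHO-K1 host cells lacking M1 receptor as counterscreen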
CHO parental Ca – ATP-evoked calcium signal inhibitors, parental CHO, primary screen, counter-screen for OX1R antagonist project, cell-based, fluorescence, Fluo-8 calcium dye | parental CHO-K1, ATP-induced calcium, Fluo-8 fluorescence | inhibition, % at 5.6 µM | 0.63% of 330,000 active | AID 463079, 2010;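 active = inhibition above that plate's mean sample inhibition plus 3 SD, cut at about 26% in these data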;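 also: 0% = ATP-challenged DMSO wells and 100% = DMSO wells without ATP; some compounds past the cut are filed as inactive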
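Material – parental CHO cells · Reagent – ATP stimulus · Compound – single nominal dose of 5.6 µM per compound · Detection – Fluo-8 fluorescence · Read-out basis – percent inhibition of calcium signal · Controls – ATP-challenged DMSO wells low, unchallenged DMSO wells high · Repeats – no replicates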
OXTR potentiate – human OXTR potentiators, primary screen, fluorescence, CHO-OTR cells, Fluo-8 calcium; Fluo-8 calcium fluorescence, potentiator mode; 0% = oxytocin EC15, 100% = EC100; activation, % at 3 µM; 0.061% of 320,000 active; Oxytocin receptor (Homo sapiens), P30559;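 active = activation above that plate's cutoff, the mean activation of tested compounds plus 3 SD, cut at about 6.6% in these data, passing the limit was not always enough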;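 also: 100% uses oxytocin at 75 nM as the full agonist control; some results filed as inactive read as strong as hits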
Target sequence (P30559 whole entry, looked up): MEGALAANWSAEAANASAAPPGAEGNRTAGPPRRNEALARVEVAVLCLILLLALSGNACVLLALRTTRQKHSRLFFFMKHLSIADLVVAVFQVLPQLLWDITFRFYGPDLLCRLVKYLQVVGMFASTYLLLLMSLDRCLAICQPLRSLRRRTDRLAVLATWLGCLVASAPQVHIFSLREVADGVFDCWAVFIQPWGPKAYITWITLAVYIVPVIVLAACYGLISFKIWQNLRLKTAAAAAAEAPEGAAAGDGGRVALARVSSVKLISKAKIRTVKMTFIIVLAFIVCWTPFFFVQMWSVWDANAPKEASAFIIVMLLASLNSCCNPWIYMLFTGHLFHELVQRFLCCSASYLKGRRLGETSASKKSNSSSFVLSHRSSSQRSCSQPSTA
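Assay system: CHO-OTR cells, human receptor / Also added: oxytocin at about EC15, sub-maximal agonist stimulus / Dosing: single dose, 3.0 µM nominal final compound concentration / Incubation: 6 min pre-incubation, 100 s read / Technique: Fluo-8 calcium dye fluorescence / Read-out: % activation vs EC15 and EC100 oxytocin / Benchmarks: EC15 oxytocin low, 75 nM oxytocin high / Replicates: singlicate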
M1 PAM parental – nonselective calcium activators in parental CHO-K1 cells, primary screen, counter-screen for M1 PAM project, cell-based, Fluo-8 calcium fluorescence, full deck, 1536-well; ATP EC20; 0% at ATP EC20, 100% at ATP max; activation, % at 3 µM; 0.02% of 360,000 active; AID 602247, 2012;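 active = activation above the run cutoff, the mean activation of all test compounds plus 3 SD, cut at about 40% in these data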;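 also: peak over basal fluorescence ratio in a 140 s read after ATP addition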
OXTR agonist – human OXTR agonists, primary screen, fluorescence, CHO-OTR cells, Fluo-8 calcium; AID 2435, 2010; 0.32% of 320,000 active; Fluo-8 calcium fluorescence; normalized: DMSO 0%, oxytocin 100%; Oxytocin receptor (Homo sapiens), P30559; activation, % at 3 µM;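 active = activation above the mean of all tested compounds plus 3 SD, cutoff set per screening run, cut at about 20% in these data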;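 also: peak over basal fluorescence ratio from a 100 s FLIPR kinetic read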
* = called active by the depositor; . = no result given.

smiles | GPR7 antag | TAAR1 antag | CHO-K1 Ca antag | V1R ag counter | M1 ag parental | CHO parental Ca | OXTR potentiate | M1 PAM parental | OXTR agonist
Cc1cccc(NC(=O)CSc2nc3ccc(N4C(=O)c5ccccc5C4=O)cc3s2)c1C | 1 | 3 | -2 | 0.9 | 1.6 | -14 | 7 | 7 | -0.2
COc1cc2sc3ccc(C#Cc4ccccn4)cc3c(=O)c2cc1OC | . | 24 | 9 | 0.9 | 0.1 | -20 | 3 | -20 | 0.0
Cc1cc(C)nc(NC(=O)CSc2nccc(C)n2)n1 | -5 | -12 | -10 | 0.7 | 1.6 | 6 | 0 | 19 | 1.2
Cc1ccc(OCC(=O)Nc2ccc(CN3CCCCC3)cc2)c(C)c1 | 5 | -11 | 9 | 0.7 | 0.5 | -31 | -9 | -7 | 3.3
Cc1ccc(NC(=S)N(CCN2CCOCC2)Cc2cc3cc4c(cc3[nH]c2=O)OCCO4)cc1 | -6 | -18 | -13 | -0.1 | -0.6 | -21 | -4 | 22 | -2.8
O=C(CCC(=O)c1ccc(F)cc1)Nc1cccc(Br)c1 | 20 | 9 | -13 | 1.7 | 1.5 | 38* | -14 | 1 | -1.6
CC(C)n1nnnc1SCC(=O)N1CCN(Cc2ccc3c(c2)OCCO3)CC1 | . | -11 | 9 | 1.2 | 0.6 | -16 | -12 | -14 | 1.0
O=C(NCc1ccc(F)cc1F)[C@@H]1CCCN1C(=O)[C@@H]1CCCN1C(=O)c1cccc2ccccc12 | . | -20 | -5 | . | 1.3 | . | . | 2 | .
O=C(CCl)NNC(=O)c1c(O)c2ccccc2[nH]c1=O | -6 | -12 | -16 | -0.2 | 0.1 | -11 | -3 | 23 | 0.4
CC(=O)Nc1c(C(=O)O)ccc(C)c1OCc1ccccc1 | . | -1 | -7 | . | 3.6 | . | . | 9 | .
CCN(C(=O)COC(=O)c1cc(-c2cccc3ccccc23)nc2ccccc12)C1CCS(=O)(=O)C1 (stereo not drawn) | -4 | 16 | 2 | 1.8 | 3.7 | -17 | -5 | 19 | 2.3
Cc1nsc(Nc2ccc([N+](=O)[O-])cc2)c1C#N | -4 | 8 | -3 | 6.6 | 5.9 | -7 | -11 | 8 | 9.2
Cc1ccc(N2C(=O)c3n[nH]c(C)c3C2c2cccnc2)cc1 (stereo not drawn) | 2 | -5 | -6 | 0.5 | -0.1 | -4 | -2 | 13 | -0.4
Cc1ccc(CNC(=O)C(=O)NCCC2CCCCN2S(=O)(=O)c2ccccc2)cc1 (stereo not drawn) | . | -3 | -3 | -1.4 | 0.3 | -8 | -10 | 11 | -2.8
Cc1cccc(NC(=O)c2ccc(S(=O)(=O)N(C)c3ccccc3)cc2)n1 | . | 27 | 2 | 4.9 | 2.5 | -11 | -9 | -17 | 2.0
Cc1nc(C(F)(F)F)ccc1C(=O)NCC(O)c1ccccc1 (stereo not drawn) | -13 | 6 | -3 | 1.3 | 0.1 | 0 | -19 | -4 | 5.4
CCCC(=O)Nc1cc(-c2nc3ncccc3o2)ccc1Cl | -9 | 4 | -7 | 0.2 | 0.5 | -22 | -3 | -16 | -1.1
CC(Oc1ccc(F)cc1)C(=O)Nc1ccc(S(=O)(=O)NC2=NCCCCC2)cc1 (stereo not drawn) | . | 20 | 2 | 15 | 5.0 | 1 | -12 | -11 | 25*
Cc1ccc(C(=O)N2CCCC(C(=O)c3ccc(Oc4ccccc4)cc3)C2)cn1 (stereo not drawn) | -10 | -10 | 5 | 5.7 | 4.6 | -18 | -12 | 5 | 3.6
CCCSC(=S)c1c(C)[nH]n(-c2ccccc2)c1=O | -14 | 2 | -4 | 11 | 16* | -1 | -7 | -4 | 17

Some of these compounds in order of heavy-atom count, highest first:
smiles | GPR7 antag | TAAR1 antag | CHO-K1 Ca antag | V1R ag counter | M1 ag parental | CHO parental Ca | OXTR potentiate | M1 PAM parental | OXTR agonist
O=C(NCc1ccc(F)cc1F)[C@@H]1CCCN1C(=O)[C@@H]1CCCN1C(=O)c1cccc2ccccc12 | . | -20 | -5 | . | 1.3 | . | . | 2 | .
COc1cc2sc3ccc(C#Cc4ccccn4)cc3c(=O)c2cc1OC | . | 24 | 9 | 0.9 | 0.1 | -20 | 3 | -20 | 0.0
Cc1cc(C)nc(NC(=O)CSc2nccc(C)n2)n1 | -5 | -12 | -10 | 0.7 | 1.6 | 6 | 0 | 19 | 1.2

Further records.
smiles | GPR7 antag | TAAR1 antag | CHO-K1 Ca antag | V1R ag counter | M1 ag parental | CHO parental Ca | OXTR potentiate | M1 PAM parental | OXTR agonist
COc1cc(C(=O)NCCC(=O)NC(C)C)cc(OC)c1OC | 6 | -6 | -8 | 0.1 | 0.3 | -9 | -7 | 10 | 0.7
CCOC(=O)Cn1cnc2c(cnn2-c2ccccc2)c1=O | 1 | 2 | -7 | 1.6 | 0.6 | 7 | -8 | -14 | 0.9
CC(C)(C)c1ccccc1NC(=O)c1c(O)c2cccc3c2n(c1=O)CC3 | -10 | . | . | -0.2 | . | -18 | 2 | . | -0.9
CCN(CC(=O)Nc1ccc(OC)cc1)C(=O)c1oc2c(Cl)cccc2c1C | . | 13 | -9 | -0.4 | 0.9 | -12 | -8 | 4 | -1.1
OC(c1ccc(F)cc1)c1nc(-c2ccc(Cl)cc2)cs1 (stereo not drawn) | . | 27 | -18 | . | 0.7 | . | . | 26 | .
COCCCNC(=O)c1ccc(Cn2c(=O)c3ccccc3n(CC(=O)NCc3ccco3)c2=O)cc1 | -7 | 0 | -13 | -0.9 | 0.6 | -15 | -13 | 23 | -1.3
CSc1ccc(CCNC(=O)Cn2ncc3c([nH]c4ccccc43)c2=O)cc1 | -15 | -6 | -9 | 0.3 | 0.3 | -5 | -6 | 0 | -0.6
CN(C)CCNC(=O)c1ccc(CS(=O)(=O)c2c(Cl)cccc2Cl)o1 | 0 | 4 | 7 | 0.3 | -0.1 | 5 | 1 | 23 | 0.2
Cc1c(Cl)cccc1-c1ccc(CNCc2ccccn2)o1 | -5 | 5 | -14 | 1.2 | 2.0 | -12 | -6 | 6 | 1.4
NC(=NC(=O)c1cccc(C(F)(F)F)c1)c1ccc(C(F)(F)F)cn1 | -10 | -33 | -8 | 6.5 | 1.2 | -5 | -1 | 19 | -1.9
CCc1ccc(NC(=O)C(C)OC(=O)c2cc(=O)[nH]c3ccc(S(=O)(=O)Nc4ccc(F)cc4)cc23)cc1 (stereo not drawn) | -6 | 6 | -1 | 0.1 | -0.5 | -18 | 1 | 6 | -0.1
COCCNc1ncnc2c1ncn2[C@H]1CN(Cc2ccco2)C[C@@H](CO)O1 | . | -10 | 6 | . | 0.4 | . | . | -6 | .
COc1cc(OC)cc(C(=O)NCCN2CCOCC2)c1 | 0 | -17 | -3 | -0.1 | -0.2 | 5 | -2 | 7 | -0.2
N#C/C(=C\c1ccc([N+](=O)[O-])o1)C(=O)Nc1ccc(F)cc1 | 15 | 13 | -1 | 4.1 | 3.6 | 8 | -24 | 1 | 3.0
Cn1c(C(=O)N2CCN(c3ncccn3)CC2)cc2c(=O)n(C)c3ccccc3c21 | -11 | -1 | 17 | -1.7 | 1.1 | -16 | 3 | -8 | -1.9
CCc1ccccc1NC(=O)CSc1nnc(CCNC(=O)OC(C)(C)C)o1 | -22 | 0 | 0 | -0.1 | 5.8 | 0 | -2 | 16 | -1.5
CCc1ccccc1N(CC(=O)NCCc1ccccc1)C(=O)CCC(=O)Nc1ccccn1 | 0 | 41 | -8 | 6.7 | 0.1 | -8 | -10 | -5 | 6.9
COC(=O)c1ccc2nc(C3CCCCC3)c(Cc3cccc(Cl)c3)n2c1 | . | -8 | -19 | . | -0.2 | . | . | 11 | .
Cc1nc2cc(Oc3nc(NCCN(C)C)nc4ccsc34)ccc2s1 | . | -31 | -12 | . | 1.5 | . | . | 13 | .
CCN(CC)S(=O)(=O)c1cccc(NC(=O)c2ccc(C#N)cc2)c1 | -6 | -13 | -19 | 4.2 | 10.0 | -4 | -1 | 7 | 1.1
CCOC(=O)c1ccc(N2CCOCC2)c(NC(=O)COCC(=O)O)c1 | -5 | -19 | -6 | 0.7 | 0.6 | -10 | -1 | -3 | 0.8
NC(=O)c1ccccc1NC(=O)CC12CC3CC(CC(Br)(C3)C1)C2 | -13 | -16 | -11 | -0.2 | 0.4 | 3 | 2 | 3 | 0.1
COCCOC(=O)C1=C(C)Nc2cc(=O)[nH]c(=O)n2C1c1cccc([N+](=O)[O-])c1 (stereo not drawn) | 7 | 16 | -4 | 0.3 | 0.1 | -14 | 2 | 15 | -0.5
O=C(Nc1nnc(SCC(=O)N2CCOCC2)s1)C1CC(=O)N(c2ccc(F)cc2)C1 (stereo not drawn) | -15 | 0 | -8 | -0.2 | 0.8 | -7 | -6 | 14 | 0.8
COc1ccc(OCC(=O)Nc2ccccc2-c2ccccc2)cc1 | -15 | 11 | 16 | -0.8 | -0.3 | -26 | 0 | -8 | -0.6
CC(C)(C)c1cc(Cl)c(O)c(NC(=S)NC(=O)c2cccnc2)c1 | -2 | -34 | -10 | -0.1 | 6.0 | -13 | -10 | 13 | 1.0
CCCCCC(=O)N/N=C/c1ccc(N(C)C)cc1 | 1 | 12 | 1 | -0.7 | -0.5 | -2 | -2 | 6 | -2.9
O=C(O)C1CC=CCC1C(=O)N1CCN(c2nc(-c3ccccc3Cl)c3cc(Br)ccc3n2)CC1 (stereo not drawn) | . | 12 | -11 | 2.9 | 1.0 | -8 | -14 | 25 | 5.8
COc1cccc(C2c3c(oc4cc(C)c(C)cc4c3=O)C(=O)N2CCCN(C)C)c1 (stereo not drawn) | 13 | . | 0 | 0.2 | 0.2 | -8 | -5 | 2 | 0.8
CC(C)NC(=O)c1cc(C(=O)c2cc(Cl)ccc2O)coc1=N | 10 | -6 | 3 | 1.6 | 0.9 | -17 | -11 | 2 | 0.1
NC(=O)NCCCC(=O)NCC(c1ccccc1Cl)c1c[nH]c2ccccc12 (stereo not drawn) | -17 | -8 | -8 | 0.8 | 3.5 | -11 | -13 | 1 | -0.2
C=CCNC(=O)c1ccccc1Cl | -13 | -11 | -3 | 0.6 | 19* | -3 | -2 | 11 | 0.1
C=CCN1C(=O)c2cccc3c(N4CCCCC4)ccc(c23)C1=O | -12 | 18 | 11 | 10 | 11 | 16 | -6 | 2 | 8.9
O=C1c2ccccc2C(c2nnnn2-c2ccc3c(c2)OCCO3)N1Cc1ccc2c(c1)OCO2 (stereo not drawn) | . | -5 | -24 | . | 1.9 | . | . | 20 | .
